EWS-Fli inh – EWS/Fli transcriptional activity inhibition. A673 NR0B1-luciferase reporter, viability-normalised. inhibition, % at 12.6 µM. 0.67% of 350,000 active;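 active = mean inhibition of at least 50% after viability correction, with every replicate also passing that limit; inconclusive = mean reaches 50% but only one of two replicates passes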;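 note: firefly luciferase signal divided by Alamar Blue viability fluorescence both relative to DMSO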
PglD DTNB – blocks C. jejuni PglD acetyltransferase activity. 0.098% of 360,000 active. inhibition, % at 12.5 µM. purified PglD enzyme, DTNB colorimetric CoA detection; in the data active = inhibition above about 16%, passing the limit was not always enough; inconclusive = no clear call, values can overlap the other calls; note: strong numbers were not always called active
S100A4 inh HTS – inhibitors of human S100A4 binding to myosin IIA peptide; S100A4/TAMRA-MyoIIA peptide fluorescence polarization; 0.14% of 360,000 active; inhibition, % at 10.7 µM; P26447;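 active = mean inhibition of at least 70% across replicates, with every replicate also reaching that level; inconclusive = mean inhibition reaches 70% but some replicates fall short; inactive = mean inhibition below 70%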
Target sequence (P26447 whole entry, looked up): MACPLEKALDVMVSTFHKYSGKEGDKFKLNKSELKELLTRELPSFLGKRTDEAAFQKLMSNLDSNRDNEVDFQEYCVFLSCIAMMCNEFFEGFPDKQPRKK
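Test system: S100A4 monomer protein. Medium: HEPES buffer with Ca2+, pH 7.2. Reagent: fluorescent myosin IIA peptide, 5 nM. Compound dosing: single-point compound testing. Timing: 5 min between mix addition and reading. Benchmarks: DMSO neutral and TFP positive wells.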
PAX8 inh HTS – inhibitors of PAX8 transcriptional activity in RMG-I cells; AID 652154; inhibition, % at 12.6 µM; 1.2% of 360,000 active; RMG-I TPO-luciferase reporter, SteadyGlo, 24 h;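 active = mean replicate inhibition at least 60% with every replicate also reaching 60%; inconclusive = only one of the two criteria is met; inactive = mean below 60% and not all replicates reaching 60%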;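 note: luciferase light reporting Pax8 driven TPO promoter activity; plate controls were median of neutral control wells for no effect and mitoxantrone controls for full effect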
FN deposit inh – fibronectin deposition inhibition | inhibition, % at 12.6 µM | 0.086% of 350,000 active | AH1F fibroblasts, Alexa488-fibronectin deposition fluorescence, overnight;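 active = mean inhibition across replicates of 30% or more, regardless of how many single replicates reach that level; inconclusive = mean under 30% yet at least half of replicates reach 30%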;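 note: positive control wells lacked labelled fibronectin entirely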
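Material – AH1F fibroblast monolayer, labelled fibronectin deposition · Reagent – labelled fibronectin 24 nM · Timing – 1 h adhesion, overnight exposure · Measured by – fluorescence at 485 nm excitation, 525 nm emission · Read-out – inhibition of fibronectin deposition signal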
LGR2 inh – Drosophila LGR2 receptor signaling inhibition; HEK293 LGR2, CRE-luciferase, bursicon-stimulated, 4 h; inhibition, % at 9.99 µM; 0.35% of 380,000 active; AID 720647;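 active = drop in luminescence signal, shown as inhibition above about 50% in the replicate tests, limit read from the data, passing the limit was not always enough; inconclusive = probably only some replicates passing the limit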;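 note: agonist challenge used bursicon conditioned medium at about half maximal strength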
ERAP1 HTS inh – inhibitors of human ERAP1 aminopeptidase. AID 652197. Q9NZ08. 0.15% of 340,000 active. recombinant ERAP1, Leu-AMC fluorescence, 60 min. inhibition, % at 10.7 µM;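 active = mean replicate inhibition of at least 30%, or all replicates individually reaching that 30% level; inactive = mean below 30% and not every replicate reaching it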;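 note: 0% = neutral control wells and 100% = L-leucinethiol positive control wells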
Target sequence (Q9NZ08 whole entry, looked up): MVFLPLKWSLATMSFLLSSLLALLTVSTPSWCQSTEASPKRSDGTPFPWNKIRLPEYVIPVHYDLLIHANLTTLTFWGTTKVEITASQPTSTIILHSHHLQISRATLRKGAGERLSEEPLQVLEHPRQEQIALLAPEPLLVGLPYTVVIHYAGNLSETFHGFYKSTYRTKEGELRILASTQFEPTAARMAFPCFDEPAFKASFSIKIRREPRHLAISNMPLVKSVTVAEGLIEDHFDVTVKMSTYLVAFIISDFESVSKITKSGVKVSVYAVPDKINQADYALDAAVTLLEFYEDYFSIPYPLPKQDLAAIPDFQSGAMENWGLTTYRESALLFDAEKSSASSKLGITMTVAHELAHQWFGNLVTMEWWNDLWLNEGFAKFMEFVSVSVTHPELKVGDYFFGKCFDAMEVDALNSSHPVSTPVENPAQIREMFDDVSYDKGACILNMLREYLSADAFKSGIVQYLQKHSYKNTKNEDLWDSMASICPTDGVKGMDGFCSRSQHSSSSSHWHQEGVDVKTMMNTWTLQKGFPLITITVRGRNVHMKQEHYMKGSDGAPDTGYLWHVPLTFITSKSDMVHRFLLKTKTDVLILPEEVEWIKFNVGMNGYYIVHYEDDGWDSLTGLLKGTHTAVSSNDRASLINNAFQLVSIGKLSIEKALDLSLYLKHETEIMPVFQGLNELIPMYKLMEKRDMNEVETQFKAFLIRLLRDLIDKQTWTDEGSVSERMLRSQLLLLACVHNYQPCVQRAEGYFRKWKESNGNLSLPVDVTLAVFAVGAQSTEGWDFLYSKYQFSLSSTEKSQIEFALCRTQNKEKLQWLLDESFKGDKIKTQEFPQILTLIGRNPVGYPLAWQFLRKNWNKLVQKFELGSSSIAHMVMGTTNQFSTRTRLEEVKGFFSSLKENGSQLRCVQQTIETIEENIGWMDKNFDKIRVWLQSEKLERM
PGC1a acetyl inh – lowers PGC1a acetylation signal in U2OS cells; AlphaScreen anti-acetyl-lysine; with virally co-expressed GCN5 acetyltransferase; inhibition, % at 15.6 µM; 0.17% of 350,000 active;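 active = every replicate shows inhibition of at least 40%; inconclusive = mean inhibition at least 40% but some replicate below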;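 note: 0% = neutral control wells and 100% = positive control wells; some results beyond the cut were filed as inactive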
* hit, by the source's call; u = inconclusive; x = no result given; & = joins results of further samples; ! = repeats disagree.

SMILES	EWS-Fli inh	PglD DTNB	S100A4 inh HTS	PAX8 inh HTS	FN deposit inh	LGR2 inh	ERAP1 HTS inh	PGC1a acetyl inh
O=C(N=Nc1c(O)[nH]c2ccccc12)c1ccc(CN2CCOCC2)cc1	-18	0	0	-10	-29	-15	-1	-9
C=CCC[C@@H](Cc1ccc(F)cc1)C(=O)OC[C@H](Cc1c[nH]c2ccccc12)NC(=O)[C@@H](CC=C)CC(=O)N(CCO)Cc1ccccc1	4	-5	x	75*	-6	34	x	3
COc1ccccc1OCC(=O)NCCCn1ccnc1	15	x	-4	-10	0	4	-3	x
CN1CCN(C(=O)CCN2C(=O)S/C(=C/c3ccc(Cl)cc3)C2=O)CC1	-11	x	-4	-8	-8	-16	-3	x
O=C(Nc1ccc2nc(-c3cccnc3)[nH]c2c1)c1ccco1	-28	x	-11	-12	-4	-8	6	-8
C#CCOCCOCCOCCNc1nc(N2CCOCC2)nc(N2CCN(C(=O)CCCCCCCCCCNC(=O)[C@@H]([C@H](C)O)n3cc(C)nn3)CC2)n1	9	1	1	12	-3	-2	x	-27
O=C(NCCc1cccc(F)c1)/C(=C/c1cccnc1)NC(=O)c1ccccc1	0	x	-10	32	-2	-4	2	-4
CC(=O)N(C)C[C@H]1Oc2cc(-c3cccc(F)c3)ccc2S(=O)(=O)N([C@@H](C)CO)C[C@H]1C	5	-3	-1	7	0	-15	1	4
OC(COc1ccc(OCc2ccccc2)cc1)CN1CCOCC1 (stereo not given)	x	-5	1	x	x	17	0	14
Cc1ccc2nc(N3CCC(C(=O)NC4CCCCC4)CC3)sc2c1	x	-5	-1	-17	-1	20	-1	-14
C[C@@H]1CCCCO[C@@H](CN(C)S(=O)(=O)c2ccc(F)cc2)[C@H](C)CN([C@H](C)CO)C(=O)c2cc(NC(=O)C3CCCCC3)ccc2O1	14	1	-3	23	9	7	2	-6
Cc1noc(C)c1NC(=O)NCC[C@@H]1CC[C@H](NC(=O)c2ccc(F)cc2)[C@H](CO)O1	5	-8	-5	-9	4	-1	-3	-4
COc1ccc(-c2ccc3c(N)c(C(=O)NC(C)C)sc3n2)cc1OC	-13	3	2	-17	1	x	1	6
Cn1cc(CCNC(=O)CCc2nnc(CCCCc3ccccc3)o2)cn1	1	x	3	4	-2	-15	1	x
CC1=C([N+](=O)[O-])C(c2ccc(Cl)cc2)NC(=O)N1 (stereo not given)	5	-4	12	-1	6	6	0	-8
Cc1cc(C(=O)Nc2cccc3c2O[C@H](CN(C)S(=O)(=O)c2cn(C)cn2)[C@H](C)CN([C@H](C)CO)C3=O)n(C)n1	-5	1	8	x	2	8	0	2
CCOc1ccc(Nc2cc(C)c3ccccc3n2)cc1	-102	-2	-1	-87	-6	-61	-3	1
C=CCNCC(O)COc1ccc(C(C)=O)cc1OC (stereo not given)	5	x	-4	4	13	-6	-5	-10
CCC(=O)N(C)C[C@H]1[C@@H](c2ccc(C3=CCCCC3)cc2)[C@@H](CO)N1C(=O)CC	-22	-1	x	-4	-11	2	x	9
Cc1ccc(CSc2nnc(NC(=O)C3COc4ccccc4O3)s2)cc1 (stereo not given)	x	0	x	-25	1	x	x	-2

Overlap with the part before: 5 entries, then new ones.
SMILES	EWS-Fli inh	PglD DTNB	S100A4 inh HTS	PAX8 inh HTS	FN deposit inh	LGR2 inh	ERAP1 HTS inh	PGC1a acetyl inh
Cc1cc(C(=O)Nc2cccc3c2O[C@H](CN(C)S(=O)(=O)c2cn(C)cn2)[C@H](C)CN([C@H](C)CO)C3=O)n(C)n1	-5	1	8	x	2	8	0	2
CCOc1ccc(Nc2cc(C)c3ccccc3n2)cc1	-102	-2	-1	-87	-6	-61	-3	1
C=CCNCC(O)COc1ccc(C(C)=O)cc1OC (stereo not given)	5	x	-4	4	13	-6	-5	-10
CCC(=O)N(C)C[C@H]1[C@@H](c2ccc(C3=CCCCC3)cc2)[C@@H](CO)N1C(=O)CC	-22	-1	x	-4	-11	2	x	9
Cc1ccc(CSc2nnc(NC(=O)C3COc4ccccc4O3)s2)cc1 (stereo not given)	x	0	x	-25	1	x	x	-2
CCOC(=O)c1c(C)n(-c2ccc(C)cc2)c2ccc(OCC(O)CNCCCO)cc12 (stereo not given)	31	x	-2	31	6	u	2	-13
Cc1ccc(OCCCC(=O)Nc2ccc(Br)cc2)cc1	x	0	x	-9	8	x	x	3
Nc1[nH]nc2nc(-c3ccccc3)[nH]c(=O)c12	4	-1	5	2	-2	-32	2	x
CCNC(=O)C1CCCN(C(=O)c2cc(C)oc2C)CC1 (stereo not given)	10	5	0	-20	-14	16	4	-4
COc1ccc(N2CCN(C(=O)c3ccc(Br)cc3)CC2)c([N+](=O)[O-])c1	0	x	-3	11	-10	23	4	-6
COCC(=O)Nc1ccc2c(c1)OC[C@@H](C)N(CC1CC1)C[C@H](C)[C@@H](OC)CN(C)C2=O	-8	1	18	12	-3	-15	x	10
COc1ccccc1-n1ccnc1SCC(=O)NCC1CCCO1 (stereo not given)	x	-3	0	-12	3	7	-3	-1
CCC(CO)NCc1ccc(OCC(O)c2ccccc2)c(OC)c1 (stereo not given)	-21	-6	-2	14	-6	2	-6	2
COc1ccc2c3c([nH]c2c1)[C@@H](CO)N(C(=O)c1cccnc1)CC31CCN(C(=O)CN(C)C)CC1	-2	x	-3	-22	x	-2	1	4
C[C@H]1CN([C@@H](C)CO)C(=O)c2cc(NC(=O)CCCCCC(=O)Nc3ccccc3N)ccc2O[C@H]1CN(C)Cc1ccc2c(c1)OCO2	-4	x	-18	-1	x	8	-1	-8
Cc1ccc(C(=O)OCC(=O)NC(=O)c2cccn2C)cc1	-4	-1	2	x	x	-19	-3	0
CNS(=O)(=O)c1ccc(NC(=O)c2csc(C)c2)cc1	-41	9	0	-26	10	-8	-3	x
CCC[C@@H](CN[C@@H](CNC)C(C)C)NCCCCc1ccccc1	12	-3	-6	14	-1	12	0	x
CN(C(=O)COc1ncnc2sccc12)C1CCCCC1	-2	-1	0	-5	-3	2	0	1
C[C@H]1CN([C@@H](C)CO)C(=O)c2cc(NC(=O)CCN3CCOCC3)ccc2O[C@@H]1CN(C)S(=O)(=O)c1cn(C)cn1	-6	-2	2	x	-4	19	2	2
CC1CCN(C(=O)CSc2nnc3ccccn23)CC1	-30	4	-3	-23	24	-19	-4	x
O=C(O)c1ccc(NC(=O)c2cn(-c3ccccc3)nc2-c2ccccc2)cc1	-21	x	2	-86	-8	-3	-6	-16
CC1CCN(C(=O)Oc2ccccc2)CC1	6	1	-10	-38	-19	-15	-1	x
CCCNc1nc(C)cc(-c2cc(C(=O)NC3CCCC3)on2)n1	-3	-6	-1	-19	-40	-8	x	2
C[C@H](CO)N1C[C@H](C)[C@H](CN(C)Cc2ccc(C(=O)Nc3ccccc3N)cc2)Oc2ccc(NC(=O)C3CC3)cc2C1=O	44	-2	33	x	x	6	0	-2
C[C@H](CO)N1C[C@H](C)[C@H](CN(C)Cc2ccc3c(c2)OCO3)Oc2ccc(NC(=O)c3ccncc3)cc2CC1=O	2	3	-2	-18	8	1	1	20
CCCNC(=O)N1C[C@@H](O)COC[C@H]2O[C@H](CC(=O)OC)CC[C@@H]21	x	2	-3	x	3	0	-2	-2
COC(=O)C1=C(C)N(C)C(=O)/C1=C\c1cccs1	x	-8	x	x	-2	4	x	2
CC1CCCN(C(=O)c2ccc(S(=O)(=O)Nc3ccccc3Cl)cc2)C1 (stereo not given)	x	3	-2	-3	5	-9	1	0
COc1ccc(S(=O)(=O)NCC2CCCN(Cc3cccc(C(C)=O)c3)C2)cc1 (stereo not given)	2	4	87*	1	11	2	-3	3
CN1CCN(C(=O)C[C@H]2C[C@@H]3c4cc(NC(=O)Nc5ccc(C(F)(F)F)cc5)ccc4O[C@@H]3[C@@H](CO)O2)CC1	4	1	15	12	1	-3	4	0
COc1ccc(C(=O)N/N=C(\N)c2cc3ccccc3oc2=O)cc1	-3	1	-3	2	2	8	-6	-1
Cc1ccc(S(=O)(=O)Nc2cc3c4c(c2)CCN4C(=O)CC3)cc1	-37	x	1	-18	10	3	2	x
Cc1ccc(Nc2c3c(nc4ccccc24)CCC3)cc1	10	-4	-6	8	10	11	x	-6
Cc1ccc(NS(=O)(=O)c2cc(C(=O)NCc3cccnc3)ccc2C)cc1	10	6	-1	6	x	1	2	x
CCN1Cc2ccccc2-c2ccccc2S1(=O)=O	6	0	-2	1	6	2	3	3
COc1ccc(CCc2nnc(CCC(=O)NCC3CCCO3)o2)cc1 (stereo not given)	x	0	1	-8	-2	6	0	-6
Cc1nc([N+](=O)[O-])cn1CC(=O)c1ccccc1	9	1	-1	5	-3	2	0	3
N#Cc1ccc(-c2ccc([C@H]3[C@H]4CN(C(=O)Cc5ccccc5)CC(=O)N4[C@H]3CO)cc2)cc1	-3	x	13	10	x	-4	2	7
CC(C)(C)c1ccc(OCC(=O)O/N=C(\N)c2ccncc2)cc1	x	3	2	-30	-18	-35	0	x
COc1ccc(NC(=S)NCc2cccs2)c(OC)c1	4	x	1	3	x	21	0	x
Cc1ccc(C(=O)Nc2ccc3c(c2)C(=O)N(CC2CCCO2)C3=O)cc1 (stereo not given)	-8	3	5	-29	x	2	0	x
COc1cc(OC)cc(C(=O)NCC2CCCN(Cc3ccc(SC)cc3)C2)c1 (stereo not given)	4	-1	-6	3	0	-6	-3	4
C[C@H]1CN([C@@H](C)CO)C(=O)Cc2cc(NC(=O)CCC(F)(F)F)ccc2O[C@H]1CN(C)S(=O)(=O)c1ccc(F)cc1	57*!	-2&0	-5&4	13	4	10&-4	-1&14	0
Cc1cccc(NC(=O)COC(=O)c2cc3ccccc3oc2=O)c1	-10	x	-2	4	0	1	-1	0
CCOC(=O)c1c(S(=O)(=O)NCC(=O)Nc2cccc(C)c2C)c(C)n(C)c1C	-1	-2	0	2	3	-4	3	1
COc1ccccc1Oc1ccc(Oc2ccccc2OC)cc1	-11	0	-4	-18	x	1	-2	x
COc1ccc(NS(=O)(=O)c2csc(C(=O)N3CCCC3)c2)c(OC)c1	x	0	-1	-2	27	-4	1	7
COc1ccc(/C=C2\SC(=O)N(CC(=O)Nc3ccc(F)cc3)C2=O)cc1O	47	0	-3	-2	3	-3	3	x
O=C(O)CN1C(=O)C2C3CCC(C3)C2C1=O (stereo not given)	-2	x	-4	6	x	-14	-2	x
O=C(Nc1ccccc1)c1nc[nH]c1C(=O)NCCCCNC(=O)c1[nH]cnc1C(=O)Nc1ccccc1	21	2	-1	44	10	4	-2	x
COc1ccc(NC(=O)COc2ccc(C(=O)OCC(=O)N(C(C)C)C(C)C)cc2OC)cc1	3	4	0	-134	-2	0	-2	-2
COc1ccc(S(=O)(=O)Nc2cccc3c2O[C@@H](CN(C)S(=O)(=O)c2ccc(OC)cc2)[C@@H](C)CN([C@H](C)CO)C3=O)cc1	x	x	-1	-10	x	-2	-3	x
CCOc1ccc(S(=O)(=O)N2CCCCC2)cc1NC(=O)Cc1ccsc1	18	1	-1	21	-4	22	2	0
COc1ccc(CNC(=O)C[C@H]2C[C@@H]3c4cc(NC(=O)C5CCC5)ccc4O[C@@H]3[C@@H](CO)O2)cc1	-6	0	5	-12	1	7	1	-16
CCc1cc2c(cc3c(=O)n(CC(=O)N4CCN(C)CC4)ncn32)s1	1	-4	-1	-7	3	-6	0	2
